High-throughput results: PubChem BioAssay, The Scripps Research Institute Molecular Screening Center
MITF primary – MITF inhibitors, primary screen, biochemical, AlphaScreen, human | Microphthalmia-associated transcription factor (Homo sapiens), O75030 | AlphaScreen MITF homodimerization, bead proximity signal | inhibition, % at 2.6 µM | 650,000 tested, 0.91% active; in the data active = inhibition above about 50%;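 also: 0% = vehicle wells with protein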
GPR151 ag – activators of human GPR151, primary screen, cell-based, PathHunter beta-arrestin, luminescence. G-protein coupled receptor 151 (Homo sapiens), Q8TDV0. PathHunter beta-arrestin GPR151 cells. activation, % at 11.2 µM. 650,000 tested, 1% active. AID 1508602, 2020; in the data active = activation above about 4.9%;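 also: 0% = median of compound wells and 100% = cells with positive control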
TEAD-YAP block – TEAD-YAP interaction inhibition, primary screen, TEAD-YAP interaction inhibitor project, luminescence, HEK-TIYL cells; AID 1259422, 2018; TEAD-Gal4/YAP UAS-luciferase luminescence; inhibition, % at 9.12 µM; 640,000 tested, 1.4% active; in the data active = inhibition above about 32%;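 also: 0% = median of test compound wells and 100% = reference inhibitor wells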
FBW7 activator – FBW7 E3 ligase activators, primary screen, biochemical, AlphaScreen, human; normalized activity (activation), % at 26.1 µM; 650,000 tested, 0.13% active; AlphaScreen FBW7–phospho-cyclin E peptide binding, activator screen; in the data active = normalized activity above about 1.9%;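 also: purified mutant Fbw7 with reduced substrate affinity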
Target sequence (Q969H0 whole entry, looked up): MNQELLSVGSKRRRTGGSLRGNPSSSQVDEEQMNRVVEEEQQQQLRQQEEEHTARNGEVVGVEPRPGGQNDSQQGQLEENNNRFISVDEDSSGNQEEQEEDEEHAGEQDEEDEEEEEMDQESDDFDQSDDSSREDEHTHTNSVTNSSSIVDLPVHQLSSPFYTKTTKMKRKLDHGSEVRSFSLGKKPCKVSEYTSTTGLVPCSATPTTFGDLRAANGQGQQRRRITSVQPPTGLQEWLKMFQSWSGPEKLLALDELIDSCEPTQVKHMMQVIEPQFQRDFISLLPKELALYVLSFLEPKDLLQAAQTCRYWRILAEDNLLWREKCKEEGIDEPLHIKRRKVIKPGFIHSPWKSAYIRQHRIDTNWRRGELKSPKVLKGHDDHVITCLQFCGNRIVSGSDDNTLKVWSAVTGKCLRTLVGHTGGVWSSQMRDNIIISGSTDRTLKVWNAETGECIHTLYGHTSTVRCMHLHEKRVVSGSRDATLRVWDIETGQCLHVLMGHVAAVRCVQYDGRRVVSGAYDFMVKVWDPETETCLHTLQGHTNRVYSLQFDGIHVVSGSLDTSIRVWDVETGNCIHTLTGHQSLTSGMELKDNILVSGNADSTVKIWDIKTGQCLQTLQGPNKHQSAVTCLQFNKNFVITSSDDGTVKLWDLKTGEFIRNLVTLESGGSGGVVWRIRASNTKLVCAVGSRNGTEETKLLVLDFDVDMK
Starred values were filed as active, the others as inactive; & = joins results of further samples.

SMILES	MITF primary	GPR151 ag	TEAD-YAP block	FBW7 activator
CC(=O)NCCc1nc2ccccc2n1Cc1ccccc1C	4.3	-0.5	-7.2	0.1
COC(=O)c1ccc(NC(=O)Cn2c(=O)oc3cc(Cl)ccc32)cc1	-6.4	0.1	-5.0	-0.1
CCOC(=O)C1=C(CSc2nc(C)cc(C)c2C#N)OC(N)=C(C#N)C1c1ccc(OC)c(Br)c1 (configuration not stated)	22.3	-0.1	8.3	0.1
CCCCCOc1ccc(C(=O)OCC(=O)Nc2ccc(S(N)(=O)=O)cc2)cc1	7.0	0.7	-1.5	0.1
Cc1nc(N2CCCC(NCCc3ccco3)CC2)nc2ccc(F)cc12 (configuration not stated)	5.3	1.2	-10.3	-0.2
COc1ccc(NC(=O)CCS(=O)(=O)c2ccc3c(c2)OCC(=O)N3)cc1Cl	3.0	0.1	-8.9	-0.2
Cn1c(=O)c2c(nc3n2CCN3c2ccc(OCc3cccc(Cl)c3)cc2)n(C)c1=O	-10.1	1.4	-2.8	-0.1
O=C(CSc1ncc(C(F)(F)F)cc1Cl)NC(=O)Nc1ccc2c(c1)OCCO2	-6.9	3.1	-17.5	0.2
Cc1cc(NCc2ccccc2)nc(N2CCN(Cc3ccc4c(c3)OCO4)CC2)n1	8.9	2.4	4.0	-0.2
CC(=O)OC(OC(C)=O)c1cc([N+](=O)[O-])ccc1OC(F)F	5.3	1.0	11.3	0.0

Random excerpt: six entries already listed.
SMILES	MITF primary	GPR151 ag	TEAD-YAP block	FBW7 activator
CC(=O)OC(OC(C)=O)c1cc([N+](=O)[O-])ccc1OC(F)F	5.3	1.0	11.3	0.0
Cc1cc(NCc2ccccc2)nc(N2CCN(Cc3ccc4c(c3)OCO4)CC2)n1	8.9	2.4	4.0	-0.2
O=C(CSc1ncc(C(F)(F)F)cc1Cl)NC(=O)Nc1ccc2c(c1)OCCO2	-6.9	3.1	-17.5	0.2
CC(=O)NCCc1nc2ccccc2n1Cc1ccccc1C	4.3	-0.5	-7.2	0.1
CCCCCOc1ccc(C(=O)OCC(=O)Nc2ccc(S(N)(=O)=O)cc2)cc1	7.0	0.7	-1.5	0.1
COC(=O)c1ccc(NC(=O)Cn2c(=O)oc3cc(Cl)ccc32)cc1	-6.4	0.1	-5.0	-0.1

(continued)
SMILES	MITF primary	GPR151 ag	TEAD-YAP block	FBW7 activator
O=C1CCCN1CCCNc1nc(N2CCN(Cc3ccc4c(c3)OCO4)CC2)nc2nc[nH]c12	4.7	0.9	3.6	0.2
CC(C)OC(=O)c1nnc(-c2ccc3c(c2)OCO3)o1	-0.5	1.1	7.1	0.2
O=C1CCCN1CCP(=O)(O)CN1CCCCC1	12.7	-0.4	2.0	0.5
Cc1cc(C)c(C#N)c(SCC(=O)c2ccc(F)cc2)n1	-1.0	-1.8	7.9	0.0
CCCOc1ccc(C2C(=O)N(C3CCCCCC3)CC(=O)N2CCC2=CCCCC2)cc1OC (configuration not stated)	-1.7	-0.3	-0.9	0.4
O=S(=O)(Nc1ccc(-c2nnc3n2CCCCC3)cc1)c1ccc(Cl)s1	8.9	1.3	8.7	-0.1
COc1ccc(-n2cccc2/C=C2\NC(=O)N(CC(=O)Nc3ccc(C)cc3)C2=O)cc1	-0.6	1.8	16.1	-0.1
CCCNC(=O)N1CCN(c2cc(Cl)ccc2C)CC1	4.2	-1.0	1.3	0.0
CCC(C)C(=O)NCc1nnc2n1CCN(Cc1cccc(OC)c1)CC2 (configuration not stated)	-14.2	-1.1	-1.0	0.1
O=C(NCCC1=CCCCC1)c1ccc2c(=O)n(Cc3ccccc3Cl)c(=S)[nH]c2c1	1.1	1.4	-14.5	0.9
O=C(O)c1ccc(Cl)c(S(=O)(=O)Nc2cccc(C(F)(F)F)c2)c1	4.0	-0.6	-4.0	0.2
Cc1ccc(CN2CCN(Cc3ccccc3O)CC2CCO)cc1 (configuration not stated)	-9.5	-2.6	-5.0	-0.1
N#Cc1c(N)n(CCNS(=O)(=O)c2ccccc2)c2nc3ccccc3nc12	-0.4	0.0	-3.2	0.2
CC(C)N(C(=O)c1ccc(C(=O)Nc2ccc([N+](=O)[O-])cc2)cc1)C(C)C	15.6	-0.9	10.6	0.4
Cc1cc(C)c(C#N)c(Nc2ccc(Cl)cc2Cl)n1	-11.2	0.7	-5.5	0.2
COc1ccc2[nH]cc(CCNC(C)=O)c2c1	18.3&-10.8&16.2&-1.9	-1.3&1.4&-0.2&-0.5	1.2&-4.1&1.4	0.1&-0.1&0.2&-0.1
O=C(/C=C/c1ccccc1Cl)NCC1CCC2(CCN(C(=O)c3ccoc3)CC2)O1 (configuration not stated)	0.3	0.2	-5.9	0.0
CN(C)CCCNc1c([N+](=O)[O-])c(=O)n(-c2ccccc2)c2ccccc12	3.6	0.0	-5.2	-0.1
COc1ccccc1N(CC(=O)NCCSc1ccc(C)cc1)S(=O)(=O)c1ccc(C)cc1	-19.2	-1.2	-7.8	0.0
CSCCC(NC(=O)/C(=C/c1ccc2c(c1)OCO2)NC(=O)c1ccco1)C(=O)O (configuration not stated)	-1.1	0.3	2.1	0.1
Cc1ccc(C(=O)Nc2ccccc2C(=O)N2CCCCC2)cc1	1.1	1.2	9.6	-0.1
CCCCn1c2c(c(=O)[nH]c1=O)C(c1cc(OC)cc(OC)c1)C1=C(CCCC1=O)N2 (configuration not stated)	-0.4	0.0	1.8	0.1
N#CC1=C(N)C(C#N)(C#N)C(c2ccc[nH]2)C2CCCC=C12 (configuration not stated)	-4.3	0.1	2.6	-0.1
CCCCSc1ncnc2c1c(-c1ccccc1)cn2-c1ccc(OCC)cc1	-8.6	-0.2	7.4	-0.1
CC1CCCC(N2CCN(C3C4CC5CC(C4)CC3C5)CC2)C1 (configuration not stated)	48.4	-1.2	14.3	-0.1
O=C(NCc1cccc2ccccc12)c1ccccc1Br	-8.7	-1.4	-1.4	0.1
Cn1cc(CN2CCNC(=O)C2)c(-c2ccc(C3CCCCC3)cc2)n1	13.6	-1.3	0.4	0.0
COc1ccc(CN2CCNC(=O)C2CC(=O)NC2CCCC2)c(C)c1C (configuration not stated)	4.3	4.5	0.9	-0.1
CCN1CCN(CC(=O)Nc2ccccc2OC)C(=O)C1=O	-11.6	0.5	-2.6	-0.1
CCc1ccc(NC(=O)CSc2nc3ccccc3c(=O)n2CCC(=O)N2CCN(c3ccccc3)CC2)cc1	-14.6	-0.3	2.4	0.0
COc1ccc(Cl)cc1C(=O)Nc1ccc(C)cc1[N+](=O)[O-]	9.6	-0.1	0.5	0.6
CCN(CC)C(=O)CSc1nc2c(sc(=S)n2-c2ccccc2F)c(=O)n1-c1ccc(F)cc1	18.2	-1.3	4.1	0.2
COC(=O)C1=CN(CCc2ccccc2)C=C(C(=O)OC)C1c1ccc(OC)c(OC)c1	10.7	-1.0	2.0	0.4
O=C(NCc1cccnc1)C(=O)N/N=C/c1ccc(Cl)cc1Cl	7.5	-0.3	1.1	0.1
C/C(N)=C(/C#N)C(=O)CSc1nnc(Nc2ccccc2)s1	5.3	-0.3	-54.5	-0.1
Cc1ccc(C(=O)N2CCCC(CO)(Cc3ccccc3)C2)cc1N1CCNC1=O (configuration not stated)	14.4	-0.5	-0.4	-0.1
Cc1cc(Cl)n(-c2ccc([N+](=O)[O-])cc2)n1	4.5	-1.0	6.6	-0.2
CC(C)CN1CCN(Cc2cccn2-c2cccnc2)CC1CCO (configuration not stated)	-1.3	1.2	1.1	-0.2
CCOC(=O)c1sc2nc(SCc3ccc(C(C)(C)C)cc3)n(Cc3ccccc3Cl)c(=O)c2c1C	-8.5	-1.8	-10.9	-0.1
O=P(O)(c1ccccc1)c1nccn1-c1ccccn1	13.6	2.0	-2.2	0.0
Cc1[nH]c(=O)c(S(=O)(=O)c2ccccc2)c(C)c1Cl	6.4	0.4	8.3	-0.1
O=C(O)CN(CCCc1ccccc1)CC(=O)O	9.9	-0.7	-0.3	-0.2
COc1ccc(-c2nc(Cc3c(F)cccc3Cl)no2)c(OC)c1	-3.1	-1.2	-57.3	0.8
COc1cc(C(O)C[N+](=O)[O-])ccc1OCc1ccccc1 (configuration not stated)	12.1	-1.2	-11.8	0.7
CCOc1ccc2[nH]cc(C(=O)NCCc3ccccc3)c(=O)c2c1	-0.9	0.1	16.8	0.0
COC(=O)c1cc(S(=O)(=O)N2CC(C)CC(C)C2)c[nH]1 (configuration not stated)	-11.4	-2.2	-3.6	-0.1
CCCCCn1c(=O)[nH]c2cc(C(=O)Nc3ccc(F)cc3)ccc2c1=O	15.1	-0.9	-2.8	0.4
CCOC(=O)C1CCCN(C(=O)c2sc3ncnc(N4CCN(C)CC4)c3c2C)C1 (configuration not stated)	-18.2	-0.5	-4.5	-0.1
CC(C)C1=CC23CCC4C(C)(C(=O)O)CCCC4(C)C2CC1C1C(=O)N(c2ccccc2[N+](=O)[O-])C(=O)C13 (configuration not stated)	1.2	0.1	4.7	0.0
Cc1ccc(C2=NN(S(=O)(=O)c3ccccc3)C(c3ccc(Br)cc3)C2)cc1 (configuration not stated)	12.1	2.8	12.4	0.4

Next part.
SMILES	MITF primary	GPR151 ag	TEAD-YAP block	FBW7 activator
Cc1sc2ncn(CC(=O)NCCC3=CCCCC3)c(=O)c2c1S(=O)(=O)N1CCCCC1	-3.2	1.9	-5.5	0.0
O=C(CSc1nc2ccccc2c(=O)n1CCc1ccccc1)c1ccc(Br)cc1	-3.6	-1.0	-6.7	-0.1
CCOC(=O)C(NC(=O)c1ccccc1F)(Nc1cc(C)ccn1)C(F)(F)F (configuration not stated)	1.2	-1.4	7.7	0.3
O=S(=O)(Nc1cccc(O)c1)c1ccc(Cl)cc1	-10.3	0.2	4.0	0.9
O=C(COc1ccc(Cl)cc1)N/N=C/c1ccco1	7.9	0.8	9.0	-0.1
Cc1cc2nnc(Sc3ncnc4sc5c(c34)CCC(C)C5)n2c2ccccc12 (configuration not stated)	5.5	-0.4	9.3	0.2
Cn1ccnc1SCCNC(=O)c1cc(COc2c(F)cccc2F)on1	-8.2	0.9	-0.7	0.0
CC(=O)Nc1ccc(NC(=O)CSc2nnc3scc(-c4ccc(C)cc4)n23)cc1	-2.3	1.9	1.3	0.1
CCOC(=O)C(C)Sc1ncc(OC)c(OC)n1 (configuration not stated)	4.5	0.0	-5.4	0.6
CCCCCCOC(=O)C1=C(C)NC(=O)NC1c1ccc(O)c(OCC)c1 (configuration not stated)	2.4	1.9	-4.9	-0.1
CCCCCCCC(=O)Nc1ccc(C(=O)NCCCCCC)cc1	-6.7	0.4	-3.7	-0.2
O=C1c2nccnc2C(=O)N1Cc1ccc(Cl)cc1Cl	24.4	-2.1	9.1	-0.1
COc1cccc(C(=O)N2CCCC(c3nc(-c4ccc(Cl)cc4)no3)C2)c1OC (configuration not stated)	-15.6	-0.3	4.8	-0.1
CCN(CC)CCN1C2=C(C(=O)CC(C)(C)C2)C(c2cccc(F)c2)C2=C1CC(C)(C)CC2=O	6.1	-1.3	6.9	0.3
Cc1nn(Cc2ccccc2)c(C)c1C(=O)OCC(=O)c1cc(C)n(CC2CCCO2)c1C (configuration not stated)	-5.6	-0.4	-3.8	-0.1
CCOc1ccccc1N1CCN(Cn2nc(-c3ccncc3)n(C)c2=S)CC1	-2.4	-1.0	8.4	-0.2
Oc1oc(-c2ccc(Br)cc2)nc1C=Nc1ccccc1Br	4.5	-1.4	-2.2	0.0
CCCSc1nnc2c(n1)OC(/C=C/c1ccccc1)Nc1ccccc1-2 (configuration not stated)	8.5	-0.7	-21.5	-0.1
COc1ccc(N(C)S(=O)(=O)c2ccc(C)cc2)c([N+](=O)[O-])c1	25.0	0.8	-16.3	0.7
Cc1ccc(C(=O)Nn2c(-c3ccccn3)nc3ccccc3c2=O)cc1C	-5.3	-0.7	0.2	-0.2
NC(=O)c1ccccc1N/C=C/C(=O)c1ccco1	-4.9	-0.6	-44.0	-0.1
CCNc1nc(NC(C)(C)C)nc(N(C#N)CC(=O)OC)n1	2.8	-0.7	-6.4	-0.1
Cc1nc(SCC(=O)Nc2cc(C)on2)c2c(-c3cccs3)csc2n1	5.6	0.5	1.4	0.0
O=C(NCCNC(=O)c1sc(=S)n2c1[nH]c(=O)c1sccc12)c1sc(=S)n2c1[nH]c(=O)c1sccc12	-4.1	1.1	-2.5	0.7
O=C(/C=C/c1cccnc1)Nc1ccc2nc3n(c(=O)c2c1)CCCCC3	7.6	1.5	4.2	-0.1
COc1ccc(/C(N)=N/OC(=O)C(F)(F)F)cc1	23.3	0.4	1.8	0.3
CCN1C(=O)/C(=C\c2cc(C)n(-c3ccc(OC)c(Cl)c3)c2C)C(C(=O)OC)=C1C	8.2	0.5	3.0	0.0
CCN(CC)C(=O)Cn1nc2c3c4c(sc3nc(C)n2c1=O)CC(C)CC4 (configuration not stated)	2.2	-0.3	3.3	-0.1
Cc1ccc(OCC(=O)Nc2ccc(NC(=O)C(C)C)cc2)c(C)c1	14.4	-0.7	-8.4	-0.1

Single records (already shown).
CCN(CC)C(=O)Cn1nc2c3c4c(sc3nc(C)n2c1=O)CC(C)CC4 (configuration not stated) reads MITF primary = 2.2; GPR151 ag = -0.3; TEAD-YAP block = 3.3; FBW7 activator = -0.1
COc1ccc(/C(N)=N/OC(=O)C(F)(F)F)cc1 reads MITF primary = 23.3; GPR151 ag = 0.4; TEAD-YAP block = 1.8; FBW7 activator = 0.3

Rows are unselected (roughly 3.4% active in at least one column).
